# Bioassay records from PubChem.
# GAA inh: alpha-glucosidase (human) inhibition | Potency, µM (series often up to 76.9 µM), for inactives: at the highest dose activity change, negative = inhibition, hits mostly inhibitors | P10253 | purified human GAA, 4-MU-alpha-glucoside fluorescence | hit rate 0.005% among 200,000 | AID 1466;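 note: plate controls were uninhibited enzyme wells for no effect and no-enzyme background for full effect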
#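 Fluorogenic assay: 4 nM human alpha-glucosidase with 400 uM 4-methylumbelliferyl-alpha-D-pyranoside in 50 mM citrate/phosphate, 0.005% Tween-20, pH 5.0, 20 min at room temperature. Compounds tested up to 77 uM; AC50 from Hill fits.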
# GAA glycogen: alters human alpha-glucosidase cleavage of glycogen; Potency, µM (top dose mostly 76.4 µM), without a hit: at the top dose activity change, negative = inhibition, actives largely listed as inhibitors; P10253; recombinant GAA, glycogen substrate, Amplex Red glucose oxidase fluorescence; hit rate 0.38% among 300,000;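 note: 0% = full enzyme reaction and -100% = no-enzyme basal signal; the screen sought inhibitors and activators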
#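 Recombinant human alpha-glucosidase (4 nM final) hydrolysed bovine liver glycogen (30 ug) for 40 min at 37 C in pH 5.0 citrate/phosphate with 0.01% Tween-20. Released glucose detected by glucose oxidase/Amplex Red, Ex 573/Em 610 nm. Compounds up to 77 uM; AC50 from Hill fits.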
# HTT cytoprotect: Huntington cell model cytoprotection by ATP luminescence; PC12 HTT-Q103 induced, cytoprotection, ATP luminescence, 40 h; Potency, µM (highest dose often 56.4 µM), inactives show cytoprotection (ATP increase), actives largely listed as activators; hit rate 0.14% among 230,000;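 note: % of control where 0% means no effect; nearly all actives have a fitted effect of over 45% in size; toxic huntingtin expression switched on by the ecdysone agonist tebufenozide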
#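 Compounds were screened for protection of PC12 cells against cell death after tebufenozide induction (100 nM final) of mutant Huntingtin exon 1 (Q103) fused to GFP.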
# GLA spleen mod: inhibitors or activators of human alpha-galactosidase in spleen homogenate | P06280 | AID 2107 | human spleen homogenate, 4MU-alpha-Gal fluorescence, 40 min | hit rate 0.008% among 240,000 | Potency, µM (top dose mostly 80 µM), for the others: top-dose activity change, negative = inhibition, actives largely listed as inhibitors;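 note: 0% = enzyme with vehicle and -100% = no enzyme basal signal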
# Target sequence (P06280 32-429 limits assumed): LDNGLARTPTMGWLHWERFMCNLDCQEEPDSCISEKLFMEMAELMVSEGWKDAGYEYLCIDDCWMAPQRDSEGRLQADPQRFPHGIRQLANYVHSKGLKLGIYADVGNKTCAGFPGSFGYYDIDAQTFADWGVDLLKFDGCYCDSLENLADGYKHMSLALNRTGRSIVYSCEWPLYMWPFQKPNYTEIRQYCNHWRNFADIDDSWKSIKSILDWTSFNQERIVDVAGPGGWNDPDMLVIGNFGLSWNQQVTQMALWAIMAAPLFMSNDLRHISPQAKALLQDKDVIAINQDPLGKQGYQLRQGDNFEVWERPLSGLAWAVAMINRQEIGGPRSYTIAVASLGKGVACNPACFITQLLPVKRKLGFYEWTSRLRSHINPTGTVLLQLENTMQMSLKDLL
#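 Human spleen homogenate (1 ug) was the enzyme source, with 4-methylumbelliferyl-alpha-D-galactopyranoside (1 mM final) in pH 5.0 citrate buffer with 0.01% Tween-20. Compounds were titrated; after 40 min at 37C, NaOH/glycine stop, 4-MU fluorescence read; AC50 from Hill fits.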
# Tau fluor counter: counter-screen for tau fibril formation inhibitors; tau K18 P301L Alexa594 fluorescence, heparin fibrillization; hit rate 0.93% among 280,000; Potency, µM (series often up to 57.7 µM), inactives show top-dose activity change, negative = decrease; note: % is set by controls: 0 for no effect and ±100 for the full control effect; nearly all actives have a fitted effect of over 55% in size
#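 Human tau K18 P301L (15 uM unlabeled, 0.24 uM Alexa 594-labeled) in 100 mM sodium acetate pH 7 with 20 uM heparin, 6 hr at 37 C. ThT 30 uM added, 1 hr ambient; Alexa 594 FP and total fluorescence read at 555/632 nm.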
# Tau FP inhib: tau fibrillization inhibition (FP) | P10636 | K18 P301L tau heparin fibrillization, Alexa594 FP, 6 h | Potency, µM (doses to about 57.7 µM), for the others: at the top dose activity, negative = inhibition, actives largely listed as inhibitors | hit rate 0.39% among 280,000; note: % is set by controls: 0 for no effect and ±100 for the full control effect; nearly all actives have a fitted effect of over 55% in size
# Target sequence (P10636 561-689 P618L limits assumed): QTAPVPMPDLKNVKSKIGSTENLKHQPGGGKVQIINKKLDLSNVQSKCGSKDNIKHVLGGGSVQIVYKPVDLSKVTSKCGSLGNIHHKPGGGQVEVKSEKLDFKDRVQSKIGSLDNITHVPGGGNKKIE
#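 Heparin (20 uM) drove fibril formation of recombinant tau K18 P301L, 15 uM unlabeled with 0.24 uM Alexa 594 label, for 6 hr at 37 C in 100 mM sodium acetate pH 7. Fluorescence polarization (555/632 nm) read 1 hr after 30 uM ThT.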
# GAA spleen mod: lysosomal alpha-glucosidase (human) modulation | hit rate 0.006% among 240,000 | P10253 | Potency, µM (top dose mostly 79.9 µM), for the others: at the highest dose activity change, negative = inhibition, actives largely listed as inhibitors | human spleen homogenate, 4-MU-alpha-glucoside fluorescence | AID 2112;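 note: 0% = enzyme with vehicle and -100% = no enzyme basal signal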
#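 Enzyme source: human spleen homogenate, 1 ug/well. Buffer 50 mM citric acid/K phosphate pH 5.0, 0.01% Tween-20. 4-MU-alpha-glucoside 1 mM; 37 C x 40 min; NaOH/glycine stop; fluorescence.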
# Tau fibril ThT: tau fibrillization inhibition (ThT binding); AID 1460; recombinant tau K18 P301L, heparin-induced fibrillization, ThT fluorescence; P10636; hit rate 2.1% among 270,000; Potency, µM (titrated, usually from 57.4 µM), for inactives: top-dose activity, negative = inhibition, usual class: inhibitors; note: % is set by controls: 0 for no effect and ±100 for the full control effect; nearly all actives have a fitted effect of over 55% in size
#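 Using a mix of unlabeled (15 uM) and Alexa 594-labeled (0.24 uM) tau K18 P301L, heparin-triggered fibrillization over 6 hr at 37 C was scored by ThT fluorescence.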
# Numbers without * were called inactive; ? = inconclusive; . = not tested or not shown; & = joins results of further samples; [ ] = dose if it differs, or a comment. Calls come from the whole dose curve; as a rule, active = well fitted curve in the direction sought with a large enough effect; inconclusive = small, poorly fitted or top-dose-only effect, or another doubt; inactive = no such curve, though single readings can be large; an effect the other way counts as inactive or inconclusive. Potency is the fitted concentration of half-maximal effect.
SMILES,GAA inh,GAA glycogen,HTT cytoprotect,GLA spleen mod,Tau fluor counter,Tau FP inhib,GAA spleen mod,Tau fibril ThT
Cc1cc(C)nc(NC(N)=NC2CCCCC2)n1,5%,0%,-8%[10 µM],2%,-1%,-4%,1%,4%
COc1cccc(CNC(=O)CN(C)S(=O)(=O)c2ccc3[nH]c4c(c3c2)CCCC4)c1,.,-11%[76.3 µM],.,.,?,?,.,-4%
COc1ccccc1N=Cc1c(C)c(C#N)c2[nH]c3ccccc3n2c1=O,3%,20%,16%[10 µM],0%,-27%,7%,-3%,?
CCCn1c(-c2ccc(OC)cc2)nc2nc3ccccc3nc21,?,13%,-18%,8%,-3%,-2%,-8%,-12%
COc1ccc2c(c1)CC(C1(O)C(=O)Nc3ccccc31)C2=O (stereo not drawn),-1%,-5%,-15%[10 µM],14%,-5%,0%,5%,-5%
Cc1nc(CSc2nnc(N)s2)cs1,4%,6%,-22%,-14%,-4%,7%,-6%,-7%
COc1ccc(-c2csc(NC(=O)c3cc(-c4cccs4)nc4ccccc34)n2)c(OC)c1,?,-8%,25%[10 µM],-6%,-12%,?,-13%,0%
Cc1cccc(C)c1OCCCCn1c(C2CC(=O)N(c3ccc(F)cc3)C2)nc2ccccc21 (stereo not drawn),.,-13%[76.3 µM],.,.,-10%,-7%,.,-8%
N#Cc1cnc(Nc2nc3ccccc3o2)nc1-c1ccccc1,-11%,6%,-5%,2%,-1%,-8%,-3%,-12%
COc1ccc(Nc2nnc(SCC(=O)NC(=O)Nc3ccc4c(c3)OCCO4)s2)cc1,14%,7%,4%[10 µM],3%,-22%,6%,4%,?
Cc1cccc(C(=O)N/N=C/c2cc(Br)c(Br)o2)c1,-5%,-2%,.,-7%,-8%,-6%,-11%,?
CCOCCn1c(N2CCN(c3ccccc3)CC2)nc2c1c(=O)[nH]c(=O)n2C,12%,11%,-11%[10 µM],2%,13%[2.34 µM],-2%[2.34 µM],1%,-6%
NC12NC(=O)C3(O)C4C5CC(C6C5C3C61)C42 (stereo not drawn),2%,9%,-4%[10 µM],12%,-4%,-10%,-4%,12%
COc1ccc(-n2nnnc2-c2cnc3cc4c(cc3c2C)OCO4)cc1,4%,6%,-9%,-9%,-6%,0%,2%,-9%
Cc1cc(C(F)(F)F)n2nc(-c3ccc(Br)cc3)cc2n1,.,17%[76.3 µM],.,.,-2%,-4%,.,-12%
Cc1cc(Cl)ccc1NC(=O)C1CCN(c2nnc(-n3c(C)ccc3C)s2)CC1,.,3%[76.3 µM],.,.,?,-17%,.,?
Brc1ccc(-c2nn3c(Cc4ccccc4)nnc3s2)o1,-4%,-10%,6%,2%,0%,10%,-2%,-5%
COC(=O)CSC(C(=O)Nc1ccc(C)c(C)c1)c1ccccc1 (stereo not drawn),-5%,15%,3%,-7%,-13%,-7%,0%,-2%
O=C(N/C(=C\c1ccc(Br)cc1)C(=O)N1CCCC1)c1cccs1,0%,6%,-11%,3%,-8%,-11%,5%,-7%
CC(=O)c1c(COC(=O)c2cccnc2)nc2ccccc2[n+]1[O-],-2%,-13%,-18%[0.074 µM],4%,-1%,6%,2%,-12%

# Copied from the list.
# GAA glycogen result of Cc1cccc(C)c1OCCCCn1c(C2CC(=O)N(c3ccc(F)cc3)C2)nc2ccccc21 (stereo not drawn) → -13%[76.3 µM]
# Tau FP inhib result of COC(=O)CSC(C(=O)Nc1ccc(C)c(C)c1)c1ccccc1 (stereo not drawn) → -7%
# Tau fluor counter result of COc1ccc(-n2nnnc2-c2cnc3cc4c(cc3c2C)OCO4)cc1 → -6%
# HTT cytoprotect result of COc1ccc2c(c1)CC(C1(O)C(=O)Nc3ccccc31)C2=O (stereo not drawn) → -15%[10 µM]

# The main list resumes, repeating the two entries before the break.
SMILES,GAA inh,GAA glycogen,HTT cytoprotect,GLA spleen mod,Tau fluor counter,Tau FP inhib,GAA spleen mod,Tau fibril ThT
O=C(N/C(=C\c1ccc(Br)cc1)C(=O)N1CCCC1)c1cccs1,0%,6%,-11%,3%,-8%,-11%,5%,-7%
CC(=O)c1c(COC(=O)c2cccnc2)nc2ccccc2[n+]1[O-],-2%,-13%,-18%[0.074 µM],4%,-1%,6%,2%,-12%
O=C(Nc1ccccn1)NC12CC3CC(CC(C3)C1)C2,-1%,-2%,-31%,-10%,-5%,-10%,3%,-1%
C=C(C)C(=O)N1CC2(CC(c3cccc(NC(=O)COc4ccc(Cl)cc4)c3)=NO2)C[C@@H]1C(N)=O (stereo partly drawn),.,1%,18%[10 µM],4%,4%,-7%,5%,4%
O=C(Nc1ccc(N2CCOCC2)cc1)C1CCCCN1S(=O)(=O)c1ccccc1 (stereo not drawn),.,-6%,13%[10 µM],6%,-23%,1%,2%,.
COc1cccc(/C=C(/C#N)c2ccc(Cl)cc2)c1OCc1cccc(C(=O)O)c1,-7%,-17%,-51%[inhibitor],0%,2%,-4%,-3%,-8%
CC(=O)Nc1ccc(Nc2ccccc2)cc1,.,-27%,6%[10 µM],-1%,-24%,1%,6%,?
COC(=O)c1cc2occc2n1CC(=O)Nc1ccc(C)cc1Cl,.,-10%[76.3 µM],.,.,7%,-2%,.,15%
COc1ccc(COC(=O)Nc2c(SC)nsc2SC)cc1,-5%,-9%,13%[10 µM],-3%,1%,-5%,0%,-2%
C=CCn1c(SCC(=O)CC(=O)OCC)nc2cc(C(=O)N3CCC(C(N)=O)CC3)ccc2c1=O,-1%,-10%,-32%,0%,-18%,-4%,6%,?
Cc1sc(-c2cc3c([nH]c2=O)CC(c2ccccc2)CC3=O)nc1-c1ccc(Cl)cc1 (stereo not drawn),.,-4%[76.3 µM],.,.,-16%,-3%,.,-1%
C=CCNC(=O)C1CC2Cn3c(nc4cc5ccccc5cc43)C2N1C (stereo not drawn),.,7%,-12%[10 µM],24%,-1%,-2%,17%,4%
COc1ccccc1C1CC(c2ccc(Cl)cc2)Nc2ncnn21 (stereo not drawn),-4%,-1%,11%[1.9 µM],4%,4%,9%,-15%,3%
CCc1cc2cc3c(cc2nc1SCC(=O)Nc1nccs1)OCO3,10%,-5%,-96%[inhibitor],5%,-2%,-9%,1%,-2%
CCCCCn1c(CNC(=O)c2ccc(F)cc2)nc2ccccc21,.,-8%[76.3 µM],.,.,-28%,-4%,.,-18%
COC(=O)CSC1=C(C#N)C(=O)NC(c2ccccc2)S1 (stereo not drawn),-9%,-24%,5%,5%,-7%,-7%,6%,-13%
CCOCCCNC(=O)C(c1ccc(C)cc1)N(Cc1ccc2c(c1)OCO2)C(=O)c1cnccn1 (stereo not drawn),7%,0%,9%,-5%,-1%,5%,1%,3%
COC(=O)c1ccccc1NC(=O)c1ccnn1C,.,-5%,9%[10 µM],9%,-2%,-6%,3%,-4%
CCCCCC[n+]1c(-c2ccc(Cl)cc2Cl)csc1Nc1ccccc1,-12%,3%,6%[10 µM],-8%,-17%,1%,-13%,-9%
COc1ccc(S(=O)(=O)NCc2ccccn2)cc1Cl,?,-2%,5%[0.074 µM],2%,4%,2%,-4%,6%
Cc1cccc(Cc2c(C)nc3nc(SCC(=O)NCc4ccc(F)cc4)nn3c2C)c1,.,-7%[76.3 µM],.,.,-16%,-10%,.,-14%
CN(C)CCN(Cc1ccccc1)c1ccccn1,1%&-6%[15.4 µM],4%&-3%,-3%,17%&2%&0%,-12%&-10%&-3%,-11%&-12%&-2%,-1%&-5%&-1%,-7%&-8%&-2%
CC(O)CNc1nc2c(c(=O)n(C)c(=O)n2C)n1C/C=C/c1ccccc1 (stereo not drawn),4%,-4%,-4%,-17%,-3%,7%,-21%,-6%
Cc1ccc2c(=O)cc(C(=O)N(Cc3ccc(N(C)C)cc3)C3CCS(=O)(=O)C3)oc2c1 (stereo not drawn),.,-26%[76.3 µM],.,.,-5%,5%,.,-2%
Cc1ccc(/C=N/NC(=O)CCn2nc(C)cc2C)c(C)c1,-9%,-4%,-15%[10 µM],3%,-3%,-1%,4%,-6%
Cc1ccc(NC(=O)C2C3C=CC4(CN(Cc5cccnc5)C(=O)C24)O3)cc1 (stereo not drawn),1%,-5%,-6%[10 µM],6%,-8%,-3%,8%,-6%
CCN(c1ccccc1)S(=O)(=O)c1ccc(NC(=O)c2nc(SC(C)C)ncc2Cl)cc1,.,4%[76.3 µM],.,.,-27%,-12%,.,-4%
CCOc1ccc(OCC(=O)Nc2c(C(=O)Nc3ccc(C)cc3)oc3ccccc23)cc1,.,-18%[76.3 µM],.,.,-9%,-20%,.,4%
Cc1onc(-c2ccccc2)c1C(=O)OCC(=O)Nc1ccc2c(c1)OCO2,-2%,-3%,-6%,-7%,?,10%,-1%,-7%
CCCCOC(=O)Cn1c(=N)n(CCC)c2ccccc21,-12%,11%,-14%,4%,-4%,-4%,-3%,7%
CCc1ccc(CN(C)Cc2nc(-c3cccc(Cl)c3)no2)nc1,11%,-6%,23%[10 µM],3%,-1%,2%,4%,-11%
CNC(=S)N=Nc1c(O)[nH]c2ccccc12,-3%,9%,.,-20%,-18%,-15%,-18%,?
CC(=O)NC(Cc1ccc(F)cc1)C(=O)NC1CCN(c2nnnn2-c2ccccc2)CC1 (stereo not drawn),-2%,7%,5%,4%,15%,-2%,2%,6%
CS(=O)(=O)c1ccc2nc(NC(=O)C3COc4ccccc4O3)sc2c1 (stereo not drawn),-1%,7%,-25%,10%,?,-14%,0%,-7%
CC(=O)Nc1cccc(-c2cnc3ccccc3n2)c1,-2%,0%,-30%,-2%,-11%,0%,1%,-18%
COc1cc(N=C(N)N=C(N)N)cc(OC)c1,-1%,18%,9%[10 µM],8%,0%,2%,8%,2%
OCCN(Cc1ccccc1)CC1CC2C=CC1C2 (stereo not drawn),-5%,-3%,5%,11%,4%,1%,5%,0%
COc1ccc(/C=N/n2c(-c3cc(C)[nH]n3)n[nH]c2=S)cc1OC,.,-29%,17%[10 µM],-11%,-14%,1%,-4%,?
Cc1nn(-c2ccccc2)c(C)c1C(=O)OCC(=O)NCc1ccco1,2%,2%,-21%[10 µM],-3%,-15%,-15%,-5%,?
